NR3A LBD binder = NR3A (human) ligand-binding domain modulation | Tm shift relative to glycine control, % at 25 µM | NR3A LBD differential scanning fluorimetry, Tm shift; 0% = protein alone, 100% = glycine-bound protein | AID 1259313 | hit rate 2.5% among 340,000;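 active means melting temperature shift of at least 10% of the positive control shift, at one fixed dose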
tim10-1 inh = growth inhibitors of tim10-1 mutant yeast; S. cerevisiae tim10-1 ts strain growth, BacTiter-Glo, 24 h; hit rate 2.2% among 330,000; inhibition, % at 20 µM;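 active means inhibition of at least 40%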;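 further: mutant grown at 25 °C; 0% = DMSO wells with yeast and 100% = wells holding no yeast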
APJ antagonist = blocks the human apelin receptor APJ; CHO-K1 APJ beta-arrestin complementation, luminescence; inhibition, % at 20 µM; hit rate 0.32% among 330,000; AID 2521;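 active means inhibition above about 40% at 20 µM, limit read from the data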;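 further: cells challenged with 10 nM apelin-13 agonist together with compound; plate controls were apelin-13 plus DMSO wells for no effect and DMSO wells lacking apelin-13 for full effect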
Target sequence (P35414 whole entry, looked up): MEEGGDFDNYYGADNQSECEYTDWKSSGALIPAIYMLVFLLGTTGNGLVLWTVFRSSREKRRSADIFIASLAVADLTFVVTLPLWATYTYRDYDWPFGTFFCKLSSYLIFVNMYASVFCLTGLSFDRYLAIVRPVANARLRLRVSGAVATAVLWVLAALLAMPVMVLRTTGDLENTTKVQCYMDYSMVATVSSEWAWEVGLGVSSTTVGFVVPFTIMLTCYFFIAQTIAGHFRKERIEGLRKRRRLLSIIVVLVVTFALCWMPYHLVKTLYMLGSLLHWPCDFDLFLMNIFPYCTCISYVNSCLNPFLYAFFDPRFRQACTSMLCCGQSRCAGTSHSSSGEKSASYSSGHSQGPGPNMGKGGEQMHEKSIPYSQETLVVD
TIM10 inh = inhibits growth of TIM10 yeast strain. S. cerevisiae TIM10 strain growth, BacTiter-Glo luminescence, 24 h. inhibition, % at 10 µM. hit rate 1.4% among 330,000. AID 463195;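 active means inhibition of 40% or more at the single tested concentration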;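 further: wild-type TIM10 isogenic control strain grown at permissive 25 °C; 0% = DMSO yeast wells and 100% = minimal medium wells without yeast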
APJ ag = APJ receptor agonism | CHO-K1 APJ PathHunter beta-arrestin, luminescence; 0% DMSO wells, 100% apelin | AID 2520 | P35414 | activation, % at 20 µM | hit rate 0.11% among 330,000;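 active means activation more than six SD over the plate average, tested at 20 µM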;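 further: 0% = DMSO alone and 100% = apelin-13 at 10 nM; some results filed as inactive read as strong as hits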
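Incubation: overnight seeding, 90 min compound at 25 °C, 1 h detection; test system: PathHunter CHO-K1 APJ (AGTRL-1) beta-arrestin reporter cells; amount: 1000 cells/well; doses: one dose, 20 µM compound, 1% DMSO; measured by: beta-gal luminescence; measure: agonist-driven arrestin binding to APJ; benchmarks: negative DMSO alone, positive Apelin-13 at 10 nM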
MPTP inh = permeability transition pore inhibition; hit rate 1.4% among 360,000; isolated mouse mitochondria, Ca2+ swelling absorbance, 30 min; inhibition, % at 10 µM;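 active means inhibition of 50% or more, scaled per plate between neutral and stimulator controls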;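 further: 0% = DMSO wells given calcium and 100% = 1 mM EGTA wells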
tim23-1 inh = inhibits growth of tim23-1 mutant yeast; S. cerevisiae tim23-1 growth, BacTiter-Glo luminescence, 24 h; inhibition, % at 20 µM; hit rate 1.3% among 330,000;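 active means growth inhibition of the mutant yeast at or above 50%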;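 further: temperature-sensitive mutant grown at 25 °C; plate controls were DMSO-treated mutant yeast for no effect and medium wells lacking yeast for full effect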
NLRP3 yeast inh = inhibitors of NALP3 inflammasome in yeast. Yeast reconstituted NLRP3/ASC/caspase-1, beta-gal luminescence, 24 h. inhibition, % at 10 µM. hit rate 0.39% among 330,000. AID 2825;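 active means inhibition of 50% or more; inactive means inhibition below 50%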;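 further: plate controls were induced DMSO wells for no effect and uninduced yeast grown without galactose for full effect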
beta cell repl = induces beta-cell replication in MIN6 cells; MIN6 cells proliferation, ATPlite luminescence, 48 h; cells starved in 0.2% serum; 100% = growth in 10% serum; proliferation, % at 10 µM; hit rate 0.29% among 330,000; AID 2380;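 active means compounds whose signal lies at least 3.5 SD above the mean of all wells on their plate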;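 further: 0% = DMSO-treated cells in low-serum medium and 100% = 10% serum control; some compounds called inactive have numbers as strong as hits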
* marks the source's active call; other numbers are inactive results; & = joins results of further samples. This is a subset; the hit share may differ from the screen's.

Screening CC[C@@H]1C(=O)OC[C@@H]1Cc1cncn1C returned NR3A LBD binder 1&0, tim10-1 inh 2&-7, APJ antagonist 6&1, TIM10 inh -1&-5, APJ ag -4&-2, MPTP inh -1.5&-0.2, tim23-1 inh -4&-7, NLRP3 yeast inh 5&14 and beta cell repl 0&-3.

Assay outcomes: PubChem BioAssay, Sanford-Burnham Center for Chemical Genomics
